Source: PubChem (several laboratories)
SRC1 inh – inhibits human SRC1 coactivator; HEK293 GAL4-SRC1 luciferase reporter, luminescence; inhibition, % at 3.6 µM; 360,000 tested, 0.12% active;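 active means inhibition above the campaign mean plus 3 SD, with each screening campaign given its own cutoff, cut at about 60% in these data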;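 further: 0% = DMSO treated cells and 100% = gossypol at 36 µM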
NR5A2 inv ag – suppresses constitutive activity of human LRH-1 | 360,000 tested, 0.13% active | O00482 | AID 602396 | HEK293T StAR-luciferase reporter, LRH-1 transfected, 24 h | inhibition, % at 3.6 µM;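 active means inhibition above the mean inhibition of all tested compounds plus 3 SD, cut at about 73% in these data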;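 further: 0% = DMSO wells and 100% = reporter-only cells lacking LRH-1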
NOD2 RIPK2 PPI – inhibitors of human NOD2-RIPK2 interaction; CHO BLA complementation NOD2-RIPK2, CCF4 ratio; inhibition, % at 4.98 µM; AID 624267; 360,000 tested, 0.38% active; in the data active means inhibition above about 21%;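 further: 0% = vehicle only and 100% = reference blocker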
C8 TRAIL sens – sensitizes caspase-8 expressing cells to TRAIL | NB7+C8 cells + TRAIL, ATPlite viability luminescence | inhibition (viability loss, TRAIL sensitization), % at 10 µM | 360,000 tested, 1% active | AID 624354;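 active means compounds causing at least 50% loss of cell viability in the single-dose screen, relative to plate controls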
NR2F2 inh – blocks human COUP-TFII nuclear receptor. HEK293T NGFI-A luciferase reporter, luminescence. inhibition, % at 8.6 µM. 370,000 tested, 0.7% active;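 active means inhibition above a per-plate cutoff, mean inhibition of test wells between control levels plus 3 SD, cut at about 38% in these data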;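 further: cells cotransfected with COUP-TFII expression vector driving the NGFI-A reporter; 0% = median of COUP-TF2 test wells and 100% = reporter-only cells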
TROY signal inh – blocks TROY-dependent signaling in reporter cells; Q293 LMP1-TROYcd NF-kB luciferase reporter, 4 h; inhibition, % at 10 µM; 360,000 tested, 0.98% active; AID 1347056;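 active means compounds whose plate-normalised and pattern-corrected inhibition of the luciferase reporter signal at the single screening dose is 50% or more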
SRC2 inh – human SRC2 (NCOA2) inhibition; 370,000 tested, 0.17% active; inhibition, % at 9 µM; HEK293 GAL4-SRC2 luciferase reporter, luminescence; AID 651957; Q15596;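 active means inhibition above the mean inhibition of all tested compounds plus 3 SD, set per campaign, cut at about 52% in these data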;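 further: 0% = DMSO treated cells and 100% = cells given Gossypol at 36 µM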
Vif imaging – inhibitors of HIV Vif; HEK293T cells, Vif self-association by quenched fluorescence, imaging, 24 h; inhibition, % at 7.49 µM; 340,000 tested, 0.35% active; AID 602346; in the data active means inhibition above about 50%, passing the limit was not always enough; further: some results filed as inactive read as strong as hits
LMP1 NFkB inh – inhibitors of Epstein-Barr LMP1-induced NF-kappaB reporter. inhibition, % at 12.5 µM. 350,000 tested, 0.69% active. AID 504558. LMP1-induced NF-kappaB luciferase reporter cells, luminescence; in the data active means inhibition above about 41%;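 further: 0% = neutral control wells and 100% = reference inhibitor control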
SRC3 inh – inhibitors of human steroid receptor coactivator 3 (SRC3); HEK293 GAL4-SRC3 luciferase reporter, luminescence; inhibition, % at 3.6 µM; 360,000 tested, 0.17% active;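 active means inhibition above a per-campaign cutoff, the mean of all compounds plus 3 SD, cut at about 60% in these data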;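 further: 0% = DMSO-treated cells and 100% = gossypol-treated cells at 36 µM; higher means less SRC3-driven luciferase light from the GAL4 reporter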
TLR9-MyD88 inh – TLR9-MyD88 interaction inhibition; Q9NR96+Q99836; CHO BLA complementation TLR9-MyD88, CCF4 FRET ratio; inhibition, % at 4.98 µM; 340,000 tested, 0.21% active; AID 504734;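 active means inhibition above the mean over all tested compounds plus 3 SD, cut at about 21% in these data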;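 further: 0% = DMSO only wells and 100% = clavulanate BLA inhibitor control wells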
Target sequence (Q99836 whole entry, looked up): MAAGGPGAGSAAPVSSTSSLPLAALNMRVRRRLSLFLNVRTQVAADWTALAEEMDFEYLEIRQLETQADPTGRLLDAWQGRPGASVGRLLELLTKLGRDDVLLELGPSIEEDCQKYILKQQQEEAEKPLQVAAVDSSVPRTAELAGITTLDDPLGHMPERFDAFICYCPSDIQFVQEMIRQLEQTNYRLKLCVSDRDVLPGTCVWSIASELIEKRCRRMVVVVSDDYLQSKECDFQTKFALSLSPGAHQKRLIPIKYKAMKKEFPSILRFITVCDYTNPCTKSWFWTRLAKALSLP
Target sequence (Q9NR96 whole entry, looked up): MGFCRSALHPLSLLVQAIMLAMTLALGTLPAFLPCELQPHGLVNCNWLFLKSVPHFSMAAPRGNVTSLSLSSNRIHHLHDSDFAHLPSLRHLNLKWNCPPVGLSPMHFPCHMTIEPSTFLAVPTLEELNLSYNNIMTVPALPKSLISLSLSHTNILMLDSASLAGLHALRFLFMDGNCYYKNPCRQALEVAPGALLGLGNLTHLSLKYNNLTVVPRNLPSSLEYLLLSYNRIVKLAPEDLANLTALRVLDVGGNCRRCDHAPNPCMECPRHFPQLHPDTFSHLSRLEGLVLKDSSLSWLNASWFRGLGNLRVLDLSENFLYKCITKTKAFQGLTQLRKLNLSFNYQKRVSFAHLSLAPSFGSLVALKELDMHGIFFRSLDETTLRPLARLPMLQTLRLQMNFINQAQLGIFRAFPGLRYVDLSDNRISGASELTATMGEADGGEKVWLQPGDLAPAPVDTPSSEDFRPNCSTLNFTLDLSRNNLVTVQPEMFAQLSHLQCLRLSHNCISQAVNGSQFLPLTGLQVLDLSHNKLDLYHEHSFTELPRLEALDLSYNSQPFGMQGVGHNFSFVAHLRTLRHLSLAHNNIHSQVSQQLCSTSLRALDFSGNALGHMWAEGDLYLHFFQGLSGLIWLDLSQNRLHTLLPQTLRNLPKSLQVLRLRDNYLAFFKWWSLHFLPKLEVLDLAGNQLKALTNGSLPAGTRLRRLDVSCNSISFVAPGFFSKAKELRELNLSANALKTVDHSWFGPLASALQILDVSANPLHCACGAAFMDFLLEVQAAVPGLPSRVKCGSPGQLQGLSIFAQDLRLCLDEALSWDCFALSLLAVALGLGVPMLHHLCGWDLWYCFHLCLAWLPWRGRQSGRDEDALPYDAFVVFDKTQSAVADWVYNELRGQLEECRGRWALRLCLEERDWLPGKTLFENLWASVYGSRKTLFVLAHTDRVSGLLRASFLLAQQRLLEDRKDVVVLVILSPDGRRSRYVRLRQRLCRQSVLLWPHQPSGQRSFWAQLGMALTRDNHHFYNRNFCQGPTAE
* hit, by the source's call; . = not tested or not shown. Some of the compounds tested; the hit share may differ from the screen's.

SMILES,SRC1 inh,NR5A2 inv ag,NOD2 RIPK2 PPI,C8 TRAIL sens,NR2F2 inh,TROY signal inh,SRC2 inh,Vif imaging,LMP1 NFkB inh,SRC3 inh,TLR9-MyD88 inh
CC(=O)c1ccc(N2CCN(C(=O)c3ccco3)C(C)C2)c(F)c1 (centres undefined),1,6,3,-5,8,-6,13,3,5,-8,-5
CN1CCN(c2nc(-c3ccccc3)cc(C(F)(F)F)n2)CC1,2,4,7,-3,14,8,-24,.,1,14,-9
CCN(CC)C(=O)CSCc1cnn(-c2ccccc2)c1-n1cccc1,5,-3,3,3,15,-18,-16,-1,2,-7,-2
CCOc1ccc(N2CC(C(=O)NCCCN3CCOCC3)CC2=O)cc1 (centres undefined),5,5,-3,-7,11,3,8,-1,-22,3,2
CC(NCc1ccc(S(N)(=O)=O)cc1)C(=O)N1CCc2ccccc21 (centres undefined),12,9,4,-8,3,-4,9,7,4,10,-1
Cc1ccc(N2C(=O)NC(NC(=O)C3CC3)(C(F)(F)F)C2=O)cc1 (centres undefined),-33,-7,-1,-3,-12,-25,-6,2,-19,15,3
COCc1cc(C)nc2sc(C(=O)Nc3ccccc3Br)c(N)c12,-18,-23,5,-3,3,-21,-9,-11,17,-26,10
COc1ccc(/C=C(\C#N)C(=O)Nc2ccc3[nH]c(=O)[nH]c3c2)cc1,-4,11,-11,14,10,8,-8,10,6,13,4
CCn1nnnc1NC(=O)c1cccc(OC)c1,-35,-39,-1,10,-51,-28,-26,-5,10,-37,-2
COc1cc(NC(=O)c2cccs2)c(OC)cc1NC(=O)Nc1ccc(F)cc1,11,-16,-5,-7,-7,7,-14,-2,20,-4,-1
COCCCn1c(=NC(=O)c2ccccc2)c(C#N)cc2c(=O)n3cccc(C)c3nc21,-3,6,-12,6,1,28,-4,-3,-69,15,-16
CCCCNC(=O)C[C@@H]1C[C@@]2(C(=O)OC)CCCCC=C2N(CCC2=CCCCC2)C1=O,.,-4,0,-5,-1,7,8,.,.,.,.
CSCCC(NC=O)C(=O)NC(C)C(=O)O (centres undefined),-5,-3,4,-14,16,-13,-16,-3,2,6,4
Cc1nn(CCC(=O)NNC(=S)Nc2ccc(F)cc2)c(C)c1Br,-22,14,3,-4,-8,-1,0,7,-1,9,1
COc1cccc(CNc2ccccc2O)c1OCc1ccccc1F,-16,4,3,-3,12,2,-16,0,4,5,5
O=C(CCCC(=O)NCCc1ccccc1)NCCc1ccccc1,-25,25,2,-2,20,-8,-5,-5,-3,10,2
CCN(CC)CCCNC(=O)c1nn(-c2cccc(OC)c2)c(=O)c2ccccc12,2,-1,0,22,11,6,3,1,-8,-22,2
O=C(c1ccc(F)cc1)N1CCN(c2ccc([N+](=O)[O-])cc2-n2cccc2)CC1,7,-6,-7,6,-6,-12,-12,2,-6,-3,.
C[C@H](NC(=O)c1cc2cc(Cl)ccc2n1C)C(=O)N1CCC(C(=O)O)CC1,6,-22,-8,3,10,7,-11,-5,7,-11,-14
Nc1nc(CN2CCN(c3ccccn3)CC2)nc(Nc2ccc(F)cc2)n1,-15,7,0,16,-8,-30,-11,3,-5,7,5
O=C(N/C(=C/c1cccc([N+](=O)[O-])c1)C(=O)N1CCCCCC1)c1cccs1,-2,13,2,0,-3,9,2,-1,3,18,-5
O=C(Nc1ccc(Cl)cc1[N+](=O)[O-])c1ccc2c(c1)OCCO2,-37,-53,-3,19,-20,-68,-23,-3,-20,-41,-6
Cc1cc(=O)oc2ccc(OC(=O)c3cccc(S(=O)(=O)N4CCOCC4)c3)cc12,-18,-20,-5,-7,-2,39,-24,4,1,-5,6
OCC12COC(c3ccccc3)N1C(c1ccccc1)OC2 (centres undefined),5,-2,-19,-9,1,1,-19,5,-1,6,1
Cc1ccccc1NC(=O)Nc1nc(C2CCC(=O)N2)cs1 (centres undefined),-10,3,1,-2,6,4,-10,1,.,-1,.

The listing continues:
SMILES,SRC1 inh,NR5A2 inv ag,NOD2 RIPK2 PPI,C8 TRAIL sens,NR2F2 inh,TROY signal inh,SRC2 inh,Vif imaging,LMP1 NFkB inh,SRC3 inh,TLR9-MyD88 inh
O=C(CSc1ccccc1)Nc1cccc(NC(=O)c2ccco2)c1,10,-1,-1,-4,-7,-14,-10,3,1,-8,9
Cc1ccccc1CSCC(=O)Nc1ccccc1-c1ccccc1,4,-7,-10,-13,-6,11,28,-8,4,16,-6
CCC(CC)C(=O)N1CCN(c2cccc(C)c2C)CC1,10,11,-6,-2,12,14,-1,4,23,7,-9
CCCCNC(=O)c1ccc(N2CCOCC2)c(NS(=O)(=O)c2ccc(OC)cc2)c1,10,-2,-4,2,-3,-5,0,2,2,11,-4
Cc1nn(C)cc1C(C(=O)NC1CCCCC1)N(C(=O)Cn1nnc2ccccc21)c1ccc(F)cc1 (centres undefined),0,0,2,-11,9,-21,11,-3,3,1,1
CCCCCC(=O)N1C[C@@H](n2cc(-c3ccc(F)cc3)nn2)[C@H](O)C[C@@H]1c1ccc(OC)cc1,-4,25,11,-4,15,3,0,13,14,-14,-2
Cc1ccc(N2CCN(/N=C/c3sccc3C)CC2)cc1,-14,-12,3,-18,-14,8,-12,-8,-2,-19,0
CCC1(c2ccccc2)NC(=O)N(CC(=O)NCc2ccc(C)cc2)C1=O (centres undefined),-9,29,-4,13,-5,13,4,-5,2,-11,-9
COc1ccccc1CNC(=O)c1ccc(CS(=O)(=O)c2ccccc2)o1,5,-12,-8,5,7,-5,-21,15,-1,9,-7
CSCC[C@H](NC(=O)[C@@H]1Cc2ccccc2CN1)C(=O)Nc1cccc(C)c1,-9,-9,3,-12,8,5,-15,-2,2,1,-14
Nc1n[nH]c(-c2ccc([N+](=O)[O-])cc2[N+](=O)[O-])n1,9,11,2,-5,-12,4,3,-7,-8,9,-5
Cc1ccc(CSc2nc3c(cc2C#N)CCC3)cc1,6,-1,-20,-7,-3,-71,-6,0,-12,-2,5
C[C@]12c3[nH]c4ccc(Cl)cc4c3CCN1C(=O)[C@@H](CC(=O)NCCCn1ccnc1)C[C@@H]2C(=O)N1CCOCC1,-3,9,7,-16,-4,-9,10,.,-5,4,-2
O=C(NCCOc1ccccc1F)c1cc([N+](=O)[O-])ccc1N1CCOCC1,16,26,3,15,-17,4,-12,-4,-4,12,11
CC1CCCC(NC(=O)CN2C(=O)COc3ccccc32)C1C (centres undefined),-1,4,0,4,5,-20,24,-3,-6,-10,1
Cn1c(CNC(=O)c2ccco2)nnc1SCC(=O)N1c2ccccc2Sc2ccccc21,-29,15,2,0,14,-15,-35,2,-2,27,-5
Cn1cnnc1SCc1ccc(C(=O)n2ncc(C#N)c2N)cc1,-8,0,-4,-2,-3,-9,-3,17,-5,5,-6
COCCn1c(SCC(=O)NCc2ccc3c(c2)OCO3)nc2ccccc2c1=O,-9,4,10,-8,10,14,-8,.,-5,-10,-2
CC(C)(C)NC(=O)CC1C[C@H](C(=O)N2CCOCC2)[C@@]2(CCC3CCCC3)c3[nH]c4ccccc4c3CCN2C1=O (some centres undefined),5,1,-3,-7,15,-10,-20,.,0,14,3
CCCCN(C(=O)c1cc(S(=O)(=O)N2CCOCC2)ccc1Cl)c1c(N)n(CC(C)C)c(=O)[nH]c1=O,11,13,-5,-10,-13,-5,22,.,6,-4,-2
OCCN1CN=C(Nc2nc3ccccc3s2)NC1,-22,-9,-6,-13,-18,19,0,-6,-6,-14,2
O=C(COC(=O)c1ccco1)NCCNC(=O)COC(=O)c1ccco1,1,3,-22,-11,-8,1,-8,-2,-2,27,-7
Cc1c(Br)c(C(F)(F)F)nn1CC(=O)NCCCn1ccnc1,1,-13,-9,-8,-7,12,-5,9,-1,1,-1
N#CCCSc1nc(N2CCOCC2)c2c(c1C#N)CCCC2,-1,0,0,24,-9,-7,13,3,-26,8,-3
O=C(O)CCc1ccc(-c2ccc(Br)cc2)n1Cc1ccco1,0,-22,-5,24,8,2,1,.,-1,-4,5

Structures from the list above that have a nitro group on carbon (5):
SMILES,SRC1 inh,NR5A2 inv ag,NOD2 RIPK2 PPI,C8 TRAIL sens,NR2F2 inh,TROY signal inh,SRC2 inh,Vif imaging,LMP1 NFkB inh,SRC3 inh,TLR9-MyD88 inh
O=C(c1ccc(F)cc1)N1CCN(c2ccc([N+](=O)[O-])cc2-n2cccc2)CC1,7,-6,-7,6,-6,-12,-12,2,-6,-3,.
O=C(N/C(=C/c1cccc([N+](=O)[O-])c1)C(=O)N1CCCCCC1)c1cccs1,-2,13,2,0,-3,9,2,-1,3,18,-5
O=C(Nc1ccc(Cl)cc1[N+](=O)[O-])c1ccc2c(c1)OCCO2,-37,-53,-3,19,-20,-68,-23,-3,-20,-41,-6
Nc1n[nH]c(-c2ccc([N+](=O)[O-])cc2[N+](=O)[O-])n1,9,11,2,-5,-12,4,3,-7,-8,9,-5
O=C(NCCOc1ccccc1F)c1cc([N+](=O)[O-])ccc1N1CCOCC1,16,26,3,15,-17,4,-12,-4,-4,12,11

(list continues)
SMILES,SRC1 inh,NR5A2 inv ag,NOD2 RIPK2 PPI,C8 TRAIL sens,NR2F2 inh,TROY signal inh,SRC2 inh,Vif imaging,LMP1 NFkB inh,SRC3 inh,TLR9-MyD88 inh
Cc1ccc([C@H]2C[C@H](O)[C@@H](n3cc(-c4ccc(F)cc4)nn3)CN2C(=O)C2CCCCC2)cc1,-8,-20,9,3,4,-5,8,1,-3,0,-8
COc1ccc(C(=O)N2CCCC(CNC(=O)c3ccccc3Cl)C2)o1 (centres undefined),-14,-9,-4,-10,0,-47,-30,5,-14,-5,12
O=C(Cc1coc2cc(O)ccc12)NNC(=O)c1cccs1,-6,-13,-1,6,-3,9,-27,-3,-2,0,-13
C/C(=N\NC(=O)C1(C)NC(C)(C)Cc2ccccc21)c1ccccc1 (centres undefined),17,5,4,-6,-22,-1,5,1,-2,-15,9
O=C(c1ccc(COc2c(F)c(F)cc(F)c2F)o1)N1CCN(c2ccccc2)CC1,5,-21,-2,14,10,-27,15,3,-1,-9,8

An excerpt of these results, with each value named:
O=C(O)CCc1ccc(-c2ccc(Br)cc2)n1Cc1ccco1
  SRC1 inh: 0
  NR5A2 inv ag: -22
  NOD2 RIPK2 PPI: -5
  C8 TRAIL sens: 24
  NR2F2 inh: 8
  TROY signal inh: 2
  SRC2 inh: 1
  Vif imaging: .
  LMP1 NFkB inh: -1
  SRC3 inh: -4
  TLR9-MyD88 inh: 5
Cc1ccc(N2CCN(/N=C/c3sccc3C)CC2)cc1
  SRC1 inh: -14
  NR5A2 inv ag: -12
  NOD2 RIPK2 PPI: 3
  C8 TRAIL sens: -18
  NR2F2 inh: -14
  TROY signal inh: 8
  SRC2 inh: -12
  Vif imaging: -8
  LMP1 NFkB inh: -2
  SRC3 inh: -19
  TLR9-MyD88 inh: 0
OCCN1CN=C(Nc2nc3ccccc3s2)NC1
  SRC1 inh: -22
  NR5A2 inv ag: -9
  NOD2 RIPK2 PPI: -6
  C8 TRAIL sens: -13
  NR2F2 inh: -18
  TROY signal inh: 19
  SRC2 inh: 0
  Vif imaging: -6
  LMP1 NFkB inh: -6
  SRC3 inh: -14
  TLR9-MyD88 inh: 2
